# Compound activity as filed in PubChem.
# Platelet DG rel: platelet dense granule release activity | inhibition, %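 (compounds screened at 7.5 µM in platelet-rich plasma)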 | 300,000 tested, 0.22% active | AID 1663 | human platelet-rich plasma, SFLLRN dense granule ATP release, luminescence;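 active = mean replicate score, as percent of positive control, at or above 50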
# MrgX1 allo act: allosterically activates human MrgX1 receptor signaling | Q96LB2 | MrgX1-HEK293, Fluo-4 calcium flux, FDSS; stronger effect = higher value | B-score at 10 µM | 310,000 tested, 0.63% active;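 active = plate-corrected calcium response at least 3 library SD above typical, normal starting fluorescence, not activating the receptor alone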;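 also: compound read alongside a low EC10 to EC30 dose of BAM8-22 agonist; peak minus trough fluorescence over baseline measured at the second addition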
# TRPC6 activator: activates the mouse TRPC6 cation channel. HEK293-TRPC6 membrane potential dye fluorescence; stronger effect = higher value. 310,000 tested, 0.13% active. AID 2550. Q61143. B-score at 10 µM;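 active = B-score of the integrated fluorescence ratio above library mean plus 3 SD, and starting fluorescence ratio within library mean plus 5 SD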;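 also: higher score means more depolarization so channel activation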
# MrgX1 ag: human MrgX1 receptor agonism, primary screen. Q96LB2. MrgX1-HEK293 cells, Fluo-4 calcium fluorescence, agonist mode; stronger effect = higher value. B-score at 10 µM. 310,000 tested, 0.44% active;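 active = calcium response B-score plate-corrected fluorescence ratio at least 3 library SD, with starting fluorescence B-score inside 5 SD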
#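 times = overnight plating, then 30 min 37 °C plus 30 min room-temperature dye loading | assay system = stable human MrgX1 HEK293 cell line | input = fifteen thousand cells per well | signal = kinetic calcium dye fluorescence, Fluo-4 NW | dosing = compound delivered in addition one of three | read-out = B-scored fluorescence response ratio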
# MrgX1 antag: blocks BAM8-22 activation of human MrgX1 receptor | MRGX1-HEK293 calcium flux, Fluo-4, BAM8-22 antagonism; stronger effect = lower value | B-score at 10 µM | 310,000 tested, 1.3% active;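 active = calcium-response B-score plate-corrected more than 3 library SD below zero, starting fluorescence within 5 deviations, no agonist response on first addition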;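 also: peak minus trough fluorescence over baseline after final BAM8-22 challenge near maximal dose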
# SKKanGAS inh: inhibitors of SKKanGAS S. pyogenes growth in kanamycin (SK-promoter or general growth effect) | BacTiter-Glo, 6 h | inhibition, % at 7.5 µM | 300,000 tested, 1.3% active | AID 1662;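 active = mean replicate score, as percent of positive control median, at least 50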;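 also: strain carries kanamycin resistance gene driven by streptokinase promoter and grows in 40 µg/ml kanamycin; loss of luminescence reflects streptokinase promoter inhibition or plain growth inhibition; 0% = median of DMSO wells and 100% = positive control at its reference dose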
# TRPC4 block: inhibitors of mouse TRPC4 channel; Q9QUQ5; HEK293 TRPC4beta/mu-opioid, DAMGO-evoked Fluo4 calcium flux; stronger effect = lower value; B-score at 10 µM; 300,000 tested, 0.39% active; AID 2247;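 active = B-score over 3 SD under the library average, no early fluorescence shift, positive overall ratio signal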
# Target sequence (Q9QUQ5 whole entry, looked up): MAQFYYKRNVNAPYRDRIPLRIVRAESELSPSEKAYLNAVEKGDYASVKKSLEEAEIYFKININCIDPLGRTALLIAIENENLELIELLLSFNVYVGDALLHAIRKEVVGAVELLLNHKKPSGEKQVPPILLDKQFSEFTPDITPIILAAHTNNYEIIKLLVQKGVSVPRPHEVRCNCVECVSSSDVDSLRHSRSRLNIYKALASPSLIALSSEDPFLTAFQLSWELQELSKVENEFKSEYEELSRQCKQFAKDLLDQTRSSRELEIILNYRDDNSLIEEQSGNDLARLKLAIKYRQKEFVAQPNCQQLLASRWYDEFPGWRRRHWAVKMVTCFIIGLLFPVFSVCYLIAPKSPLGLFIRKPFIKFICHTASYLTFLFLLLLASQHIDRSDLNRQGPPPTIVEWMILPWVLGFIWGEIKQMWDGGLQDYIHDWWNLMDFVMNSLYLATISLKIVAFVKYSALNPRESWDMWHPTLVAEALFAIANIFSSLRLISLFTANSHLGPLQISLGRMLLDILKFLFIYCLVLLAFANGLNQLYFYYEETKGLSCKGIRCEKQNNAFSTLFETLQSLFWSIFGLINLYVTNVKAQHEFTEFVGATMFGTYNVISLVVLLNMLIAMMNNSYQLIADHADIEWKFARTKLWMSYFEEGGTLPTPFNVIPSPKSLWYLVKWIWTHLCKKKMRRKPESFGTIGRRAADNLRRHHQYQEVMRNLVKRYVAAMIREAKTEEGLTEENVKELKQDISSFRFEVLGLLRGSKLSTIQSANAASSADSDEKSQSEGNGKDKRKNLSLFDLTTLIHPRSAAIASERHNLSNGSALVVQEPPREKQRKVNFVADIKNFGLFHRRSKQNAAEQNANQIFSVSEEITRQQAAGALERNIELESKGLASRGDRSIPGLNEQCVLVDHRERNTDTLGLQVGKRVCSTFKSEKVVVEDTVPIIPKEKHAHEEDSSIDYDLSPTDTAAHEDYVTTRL
#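 Assay system: Stable TRPC4beta/mu-opioid receptor HEK293 cells | Reagent: DAMGO in two steps, submaximal then maximal | Compound dosing: Single concentration per test compound | Signal: Fluo4 Ca2+ flux fluorescence | Evaluation: Per-well B score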
# RGS4 act: potentiators or activators of RGS4 | HEK293 M3R/inducible RGS4, carbachol calcium flux Fluo4; stronger effect = lower value | B-score at 10 µM | 310,000 tested, 0.92% active | AID 463111;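 active = B-score of the integrated calcium signal more than 4 SD below the library mean, with starting fluorescence not abnormally high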;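 also: negative B-score means reduced calcium response which marks RGS4 activation or potentiation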
#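 Reagent: ECmax carbachol challenge; Test system: M3R-expressing HEK293 line, RGS4 induced by doxycycline; Schedule: overnight RGS4 induction, 30 min dye load 37 °C, 20 min compound RT; Detection: calcium dye Fluo4 fluorescence; Read-out: Agonist-evoked peak-minus-minimum fluorescence over baseline, integrated ratio, B score.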
# TRPC6 inh: blocks the mouse TRPC6 cation channel | Q61143 | 310,000 tested, 1.1% active | HEK293-TRPC6, membrane potential dye, ACh-evoked depolarization; stronger effect = lower value | AID 2553 | B-score at 10 µM;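 active = B-score under library mean minus 3 SD, initial fluorescence not abnormally high, positive integrated signal ratio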;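 also: B-score derived from integrated fluorescence ratio over the kinetic read; more negative B-score means stronger inhibition of depolarization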
# HIF activator: HIF pathway transcriptional activation. U2OS HRE-luciferase reporter, luminescence; normalized: DMSO 0%, desferrioxamine 100%. activation, % at 7.5 µM (by protocol). 300,000 tested, 0.32% active. AID 1910;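 active = mean activation of at least 10% of the iron chelator positive control signal, with at least half of replicates also reaching 10%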
# RGS4 inh: inhibitors of human RGS4; HEK293 M3R/RGS4 inducible, Fluo-4 calcium flux; stronger effect = higher value; triggered by carbachol at its EC20; B-score at 10 µM; 310,000 tested, 0.45% active;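 active = B-score, a plate-corrected calcium signal, over three deviations above library mean, with baseline fluorescence within five deviations of library mean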;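 also: RGS4 expression induced by doxycycline in cells with stable M3 receptor; B-score is computed from the integrated fluorescence ratio over baseline after carbachol; higher B-score means a larger calcium signal and so more RGS4 inhibition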
# * hit, by the source's call; i = inactive; nt = not tested or not shown.
SMILES,Platelet DG rel,MrgX1 allo act,TRPC6 activator,MrgX1 ag,MrgX1 antag,SKKanGAS inh,TRPC4 block,RGS4 act,TRPC6 inh,HIF activator,RGS4 inh
O=C(c1cc2cc(Br)ccc2oc1=O)N1CCN(c2ccccn2)CC1,1,i,i,i,i,-5,i,i,i,0.3,i
CCOC(=O)c1c(C(F)(F)C(F)(F)C(F)(F)C(F)(F)F)n[nH]c1C,-1,i,i,i,i,-4,i,i,i,-0.6,i
COc1ccc(CCNC(=O)Cn2nnc(-c3ccccc3F)n2)cc1OC,12,i,i,i,i,-8,i,i,i,nt,i
O=C(/C=C/N1CCOCC1)c1cc2ccccc2o1,-6,i,i,i,i,8,i,i,i,-0.2,i
O=C(COC(=O)Cc1c[nH]c2ccccc12)Nc1ccccc1,-3,i,i,i,i,13,i,i,i,0.1,i
O=C(COC(=O)CCc1ccccc1)Nc1ncc(Cl)cc1Cl,-4,i,i,i,i,-5,i,i,i,0.0,i
Cc1ccccc1-c1nc2sc(C)c(C)c2c(=O)o1,-2,i,i,i,i,7,i,i,i,0.7,i
CSCC[C@H](NC(=O)[C@H](Cc1ccccc1)n1c(=O)[nH]c2ccccc2c1=O)C(=O)N1CCC(C(=O)O)CC1,0,i,i,i,i,-1,i,i,i,-0.3,i
CCOc1ccc(NC(=O)c2ccc(N3CC4CC(C3)c3cccc(=O)n3C4)c(NC(=O)c3ccncc3)c2)cc1 (stereo not drawn),5,i,i,i,i,-8,i,i,i,0.1,i
CCOC(=O)c1cnc(SCCN2CCOCC2)nc1N,1,i,i,i,i,-4,i,i,i,0.0,i
Cc1ccc(CNc2nnnn2C)cc1,-3,i,i,i,i,-4,i,i,i,-0.7,i
CNC(=O)CO/N=C/c1ccc(N(C)C)cc1,8,i,i,i,i,-10,i,i,i,0.4,i
O=c1cc(-c2cccc(Br)c2)nc(-c2ccccc2F)o1,1,i,i,i,i,1,i,i,i,0.2,i
COc1ccc(CC(=O)Nc2ccc(-c3cn4cccc(C)c4n3)cc2)cc1OC,1,i,i,i,i,-1,i,i,i,-0.2,i
O=C(CSc1nnc(-c2ccco2)n1Cc1ccccc1)OC1CCCCC1,0,i,12*,i,i,-2,i,i,i,6.5,i
CCc1nc(C)cn1S(=O)(=O)c1cc(C)c(OC)c(C)c1C,3,i,i,i,i,-9,i,i,i,-0.1,i
COC(=O)c1ccc(OC(=O)c2ccco2)cc1,-2,i,i,i,i,-4,i,i,i,-0.1,i
O=C(N/N=C/c1cccc(O)c1)c1ccccc1O,10,i,i,i,i,1,i,i,i,0.7,i
Cc1nc(C(=O)NC2CC2)sc1C1(C)CC(c2ccccc2)=NO1 (stereo not drawn),1,i,i,i,i,10,i,i,i,0.2,i
CCCc1c(O)c2ccccc2n(-c2ccccc2)c1=O,0,i,i,i,i,-4,i,i,i,0.0,i
COC(=O)c1ccc(C2CC(=O)Nc3cc(OC)c(OC)c(OC)c32)cc1 (stereo not drawn),4,i,i,i,i,-2,i,i,i,0.3,i
CCCNC(=O)c1noc2c1CCc1cc(OC)ccc1-2,-1,i,i,i,i,-6,i,i,i,2.6,i
COc1ccc(CN2C(=O)c3cccnc3C2=O)cc1S(=O)(=O)N(C)c1ccc(C)cc1,9,i,i,i,i,0,i,i,i,0.4,i
COC(=O)c1[nH]c2cc(OC)c(OC)cc2c1/C=N/Nc1ccccc1,2,i,i,i,i,10,i,i,i,-1.6,i
COc1ccccc1NC(=O)c1nn(-c2ccc(Cl)cc2)ccc1=O,-5,i,i,i,i,1,i,i,i,-0.6,i
O=C(CSc1nnnn1C1CCCCC1)Nc1ccc2c(c1)OCO2,4,i,i,i,i,-4,i,i,-8.7*,0.2,i
Cc1ccc(C)c(S(=O)(=O)C(C#N)c2nc3ccccc3nc2N2CCOCC2)c1 (stereo not drawn),4,i,i,i,i,20,i,i,i,-0.3,i
O=C1c2ccccc2C(=O)N1CCOc1ccccc1Br,9,i,i,i,i,9,i,i,i,4.8,i
COc1ccc2ccccc2c1C(O)c1nccn1C (stereo not drawn),-1,i,i,i,i,-7,i,i,i,0.4,i
CC(C)C[C@H](NC(=O)c1nc[nH]c1C(=O)N1CCN(C(=O)OC(C)(C)C)CC1)C(=O)OCc1ccccc1,15,i,i,i,i,6,i,i,i,-0.6,i
Cc1ccc(N=Cc2ccc(N(C)C)cc2)cc1,5,i,i,i,i,7,i,i,i,0.3,i
Cc1c(NC(=O)CSc2ccccc2F)c(=O)n(-c2ccccc2)n1C,1,i,i,i,i,3,i,i,i,0.1,i
O=C(Nc1ccc(CN2CCOCC2)cc1)c1ccc(Br)o1,-2,i,i,i,i,0,i,i,i,-26,i
COc1ccc(C(=O)CCC(=O)Nc2cc(Cl)c(O)c(Cl)c2)cc1,-3,i,i,i,i,16,i,i,i,-1.3,i
CN(C)CCCN(C(=O)c1ccco1)c1nc2c(F)cccc2s1,-1,i,i,i,i,-3,i,i,-9.8*,1.0,i
O=C(O)c1ccc(S(=O)(=O)N(CCc2ccccc2)Cc2ccc(Cl)cc2)cc1,16,i,i,i,i,15,i,i,i,1.0,i
O=C(Cc1ccccc1)NNC1=NS(=O)(=O)c2ccccc21,3,i,i,i,i,-1,i,i,i,-0.3,i
Cc1cc2nc(N3CCN(C(=O)c4ccco4)CC3)sc2cc1C,15,i,i,i,i,-2,i,i,i,3.7,i
COc1ccc(N2Cc3ccccc3C2=NC(=O)c2cccc([N+](=O)[O-])c2)cc1,8,i,i,i,i,3,i,i,i,1.7,i
Cc1ccc(CCNC(=O)CN(c2cc(C)cc(C)c2)S(=O)(=O)c2c(C)noc2C)cc1,-2,i,i,i,i,0,i,i,i,-0.4,i

# An excerpt from above with just RGS4 act.
SMILES,RGS4 act
Cc1c(NC(=O)CSc2ccccc2F)c(=O)n(-c2ccccc2)n1C,i
O=C(Nc1ccc(CN2CCOCC2)cc1)c1ccc(Br)o1,i

# Further records:
SMILES,Platelet DG rel,MrgX1 allo act,TRPC6 activator,MrgX1 ag,MrgX1 antag,SKKanGAS inh,TRPC4 block,RGS4 act,TRPC6 inh,HIF activator,RGS4 inh
Cc1c(C)c2ccc(OCC(=O)NCCc3c[nH]c4ccccc34)c(C)c2oc1=O,-1,i,i,i,i,17,i,i,i,-0.1,i
CNC(=S)NNC(=O)c1cccn(Cc2cccc(Cl)c2)c1=O,2,i,i,i,i,-4,i,i,i,0.6,i
Cn1cnnc1SCCOc1ccc(Cl)cc1,-18,i,i,i,i,-5,i,i,i,0.4,i
O=[N+]([O-])c1ccc(C(=S)N2CCCC2)cc1,0,i,i,i,i,1,i,i,i,-0.4,i
Cc1ccc(-n2cnc3ncnc(-c4ccccc4)c32)cc1,-2,7.2*,i,i,i,4,i,i,i,-0.2,i
Cc1c(/C=N\NC(=O)C2COc3ccc(C(C)(C)C)cc3O2)c2ccccc2n1C (stereo not drawn),-2,i,i,i,i,13,i,i,i,-0.2,i
CC(=O)c1cc2c(cc1NS(=O)(=O)c1ccccc1C)OCO2,-1,i,i,i,i,-3,i,i,i,0.8,i
O=c1c2ccccc2n(CC(O)CN2CCCCC2)c2ccccc12 (stereo not drawn),-2,i,i,i,i,0,i,i,-5.2*,0.1,i
CCCC(=O)Nc1nc2c(c(=O)[nH]1)CCCC2,3,i,i,i,i,3,i,i,i,-1.7,i
CCCCn1c(=O)[nH]c(=O)c2c1ncn2Cc1ccco1,-1,i,i,i,i,-4,i,i,i,0.2,i
Cc1ccnc(NC(=O)CCC(=O)N(CC(=O)NCc2ccc(F)cc2)c2cccc(F)c2)c1,7,i,i,i,i,-2,i,i,i,0.0,i
Cc1ccc(NC(=O)c2ccco2)cc1NC(=O)CSc1nnc(-c2cccs2)n1C,0,i,i,i,i,1,i,i,i,-0.4,i
CSc1cccc(N/C(=N/S(=O)(=O)c2ccccc2)NN)c1,0,i,i,i,i,2,i,i,i,-2.0,i
O=C(COc1ccc(Br)cc1F)N1CCN(c2ncccn2)CC1,1,i,i,i,i,4,i,i,i,-0.5,i
Nc1nc2c(F)cccc2s1,1,i,i,i,i,-5,i,i,i,0.3,i
COc1ccc(/C(N)=N/OC(=O)c2ccc([N+](=O)[O-])c(C)c2)cc1OC,3,i,i,i,i,17,i,i,i,0.0,i
Cc1ccc(NC(=O)CN(C)CCOc2ccccc2)c([N+](=O)[O-])c1,3,i,i,i,i,-2,i,i,i,0.8,i
CCOCCCNS(=O)(=O)c1ccc(-n2cnnn2)c(OC)c1,-3,i,i,i,i,13,i,i,i,-0.3,i
COc1cc2cc(Oc3ccc4ccc(=O)oc4c3)c(=O)oc2cc1OC1OC(COC(=O)CC(C)(O)CC(=O)O)C(O)C(O)C1O (stereo not drawn),-8,i,i,i,i,6,i,i,i,-0.2,i
O=C(CCCOc1ccccc1)Nc1ccc2c(c1)OCCO2,-1,i,i,i,i,-2,i,i,i,2.0,i
Cc1ccc2nc(SCC(=O)NCc3ccc(F)cc3)[nH]c2c1,3,i,i,i,i,-1,i,i,i,-0.1,i
COc1ccc(C2=NN(C(=O)c3ccccc3)C(c3ccc(OC)c(OC)c3)C2)cc1OC (stereo not drawn),0,nt,i,nt,nt,-4,i,i,i,-2.9,i
O=C(Cc1ccccc1)Nc1ccnn1C1CCN(Cc2nccs2)CC1,-1,i,i,i,i,2,i,i,i,0.0,i
O=C(Nc1ccncc1)c1ccccc1F,3,i,i,i,i,2,i,i,i,0.6,i
OCCN1CCN(Cc2nc(-c3cccc(Cl)c3)no2)CC1,5,i,i,i,i,0,i,i,i,-0.1,i
Cc1nc(NC(=O)c2oc3ccccc3c2C)sc1C(=O)N(C)C,-9,i,i,i,i,-5,i,i,i,2.7,i
CCc1ccc(CN2CCC(Oc3ccc(C(=O)N4CCCCC4)cc3)CC2)cc1,-1,i,i,i,i,1,i,-7.2*,i,-0.4,i
O=C(OCC1COc2ccccc2O1)c1ccccc1F (stereo not drawn),6,i,i,i,i,12,i,i,i,1.2,i
